ROC1-CUL1 inh: inhibitors of human ROC1-CUL1 ubiquitin ligase activity; inhibition, % at 10 µM; in vitro K48 di-Ub FRET, acceptor:donor ratio, 45 min; E3 ubiquitin-protein ligase RBX1 (Homo sapiens) + Cullin-1 (Homo sapiens), P62877+Q13616; hit rate 0.6% among 140,000; in the data active = inhibition above about 25%
Target sequence (P62877 whole entry, looked up): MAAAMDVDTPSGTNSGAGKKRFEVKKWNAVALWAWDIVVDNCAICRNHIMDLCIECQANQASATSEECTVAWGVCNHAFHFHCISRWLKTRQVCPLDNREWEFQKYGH
Target sequence (Q13616 whole entry, looked up): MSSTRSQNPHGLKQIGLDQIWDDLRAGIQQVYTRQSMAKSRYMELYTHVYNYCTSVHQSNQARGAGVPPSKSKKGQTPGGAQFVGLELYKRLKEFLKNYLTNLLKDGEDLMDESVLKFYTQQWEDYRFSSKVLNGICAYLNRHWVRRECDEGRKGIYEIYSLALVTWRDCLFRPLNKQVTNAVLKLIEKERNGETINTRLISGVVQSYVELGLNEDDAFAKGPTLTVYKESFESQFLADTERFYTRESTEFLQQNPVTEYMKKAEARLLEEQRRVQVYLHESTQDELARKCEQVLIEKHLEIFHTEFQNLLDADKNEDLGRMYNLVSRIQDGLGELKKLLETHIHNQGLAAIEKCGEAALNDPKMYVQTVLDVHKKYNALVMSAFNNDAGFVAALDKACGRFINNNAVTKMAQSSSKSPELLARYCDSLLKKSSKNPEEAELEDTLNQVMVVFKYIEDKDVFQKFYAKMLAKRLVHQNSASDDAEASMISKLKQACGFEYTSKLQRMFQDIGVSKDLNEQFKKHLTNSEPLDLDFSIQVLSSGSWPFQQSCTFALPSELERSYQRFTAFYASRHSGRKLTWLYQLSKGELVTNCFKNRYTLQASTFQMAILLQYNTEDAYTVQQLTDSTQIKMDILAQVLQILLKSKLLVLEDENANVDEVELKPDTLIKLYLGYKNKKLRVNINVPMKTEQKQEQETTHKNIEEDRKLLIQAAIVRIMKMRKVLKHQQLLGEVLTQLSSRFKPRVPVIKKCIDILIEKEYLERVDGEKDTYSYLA
Numbers without * were called inactive. Not all compounds are listed; count on the stated rates, not on these rows.

SMILES | ROC1-CUL1 inh
CSCCCN1CCCC1C(=O)Nc1ccc(-c2cscn2)cc1 (configuration not stated) | 6
COc1ccc(N2CC(NC(=O)C(=O)c3c(C)[nH]c4ccccc34)CC2=O)cc1 (configuration not stated) | 1
CC(C)(C)c1cc(OC(=O)c2ccco2)ccc1O | 0
NC(=O)[C@@H]1CCCN1Cc1ccc(-c2nc(C3CCOCC3)cc(=O)[nH]2)cc1 | 10
O=c1[nH]c(=S)[nH]cc1-c1ccccc1 | -10
CC(C)(C)C1CC=C2C(C#N)C(=N)C(C#N)(C#N)[C@H](c3ccc(F)cc3F)[C@H]2C1 (some centres not stated) | 0
CC(=O)Nc1ccc(S(=O)(=O)Oc2c(C)occc2=O)cc1 | 8
CCN(CC)c1ccc(C2C3=C(CCCC3=O)N=C(C)C2C(=O)OCc2ccccc2)cc1 (configuration not stated) | -14
Nn1c(SCc2ccccc2)nnc1-c1cccnc1 | -10
CCCC(=O)Nc1c(C(=O)OCC)[nH]c2ccc(C)cc12 | 8
Clc1ccc(C(Cn2cncn2)OCc2ccccc2Cl)c(Cl)c1 (configuration not stated) | -6
NS(=O)(=O)c1ccc(NC(=S)N2CCC(Cc3ccccc3)CC2)cc1 | -12
C=CCn1c(-c2cccc(C)c2)n[nH]c1=S | -12
COC(=O)C1C(=O)C(C=Nc2ccc(Br)cc2)C(=O)CC1(C)C (configuration not stated) | -5
Cc1ccc(S(=O)(=O)NC(c2ccccc2)C(Cc2ccccc2)C(=O)n2nc3c(c2-c2ccccc2)C(C)CCC3C(C)C)cc1 (configuration not stated) | 4
O=C(O)Cn1nc(N2CCN(c3ccccc3)CC2)ccc1=O | -5
CCOC1Cc2cc(Cl)ccc2Sc2ccccc21 (configuration not stated) | -5
Cc1ccc(NC(=O)Cn2c(-c3ccc4c(c3)OCO4)cn(-c3ccccc3)c2=O)cc1C | 5
CC(C)c1nn2c(=O)cc(COC(=O)c3cccc(NC(=O)c4cccs4)c3)nc2s1 | -6
CCOC(=O)N1CCN(C(=S)Nc2ccc(S(N)(=O)=O)cc2)CC1 | -3
CCOc1ccccc1Nc1nc(-c2cccc(Cl)c2)c2c(n1)-c1ccccc1OC2 | 4
Cc1c(CCNC(=O)CSc2ccc3nnc(C)n3n2)c2ccccc2n1-c1ccccc1 | -2
CCC(Oc1ccccc1OC)C(=O)NC1CC1 (configuration not stated) | 4
CCN1CCOC(=O)C1CC(=O)Nc1ccccc1 (configuration not stated) | 10
Cc1nc2ccccc2n1Cc1cc(C(=O)NC2CCCCC2)no1 | 6
CC(C)C(NC(=O)C1CCN(S(=O)(=O)N(C)C)CC1)C(C)C | 4
Cc1ccc(Cn2cc(S(=O)(=O)c3ccc(Cl)cc3)c(=O)c3cc4c(cc32)OCO4)cc1 | 1
C=CCn1c(SCc2ccc(Br)cc2)nnc1-c1ccccn1 | -5
CCCCCn1c(CNC(=O)c2ccccc2)nc2ccccc21 | 1
CCCSCCCNC(=O)CN1C(=O)CCn2nc(-c3cn(C)c4ccccc34)cc21 | -5
O=C(CCNS(=O)(=O)c1cccc2nsnc12)NCc1ccccc1 | -1
CN1CCN([C@@H]2CCN(Cc3cccc(F)c3F)C[C@H]2O)CC1 | -3
COc1ccc(CCCc2nnc(SCC(=O)N/N=C\c3cc(Cl)ccc3O)o2)cc1 | 0
COc1ccc(N2C(=O)CC(N(Cc3ccco3)C(=O)CCC(=O)O)C2=O)cc1 (configuration not stated) | -8
Cc1ccc(Cl)c(OC2(c3ccccc3)OC(=O)c3ccccc32)c1 (configuration not stated) | 7
CC1CCc2c(sc3ncn(-n4cccc4)c(=O)c23)C1 (configuration not stated) | -1
COc1cc(Cl)c(C)cc1NC(=O)CC1Oc2ccccc2NC1=O (configuration not stated) | -5
COc1cccc(C(=O)Oc2ccc(C(=O)COC(=O)c3cccs3)cc2)c1 | 3
CN(Cc1ccoc1)Cc1cccc(-c2nc(C3CCOCC3)cc(=O)[nH]2)c1 | -5
CCn1cncc1CN1CCC(C2CCN(Cc3ccc(Cl)cc3)C2)CC1 (configuration not stated) | -6
O=C(Nc1ccc2c(c1)CCC2)C1CCN(C(=O)c2ccc(Cl)cc2)CC1 | 5
Cn1ncc(N2CCC(CNC3Cc4ccccc4C3)C2)cc1=O (configuration not stated) | 4
Cc1[nH]nc2c1C1(CCSCC1)C(C#N)C(=N)O2 (configuration not stated) | 2
O=C(COC(=O)c1ccc(S(=O)(=O)c2ccc(Br)cc2)cc1)c1cccc(S(=O)(=O)N2CCOCC2)c1 | 4
Cc1ccccc1CNC(=O)Cc1ccc(NC(=O)N2CCCCc3ccccc32)cc1 | 0
Fc1ccc(-c2nnc3sc(-c4cnccn4)nn23)cc1 | -8
N#Cc1c(Cl)nc(NC2CCCCC2)c2c1CN(C1CCCCC1)CC2 | 6
O=C1N(Cc2ccc(F)cc2)CCCC1(O)CN1CCCCCCC1 (configuration not stated) | 0
COc1ccc2nc(N(Cc3cccnc3)C(C)=O)sc2c1 | 13
COc1cc(/C=N/Nc2nc(C(F)(F)F)c(-c3ccc(Cl)cc3)s2)ccc1O | 5
New compounds follow.
SMILES | ROC1-CUL1 inh
Cc1cc2nn(-c3ccc(F)cc3)nc2cc1NC(=O)c1cc(Cl)ccc1Cl | -17
CN(C)C(=O)N1CCC(C(=O)NC2CCCN(CCc3ccccc3)C2)CC1 (configuration not stated) | 8
CCC(C)CC(=O)N1CCC(C2(c3ccccn3)NC(=O)N(CCc3cccs3)C2=O)CC1 (configuration not stated) | -2
COc1ccccc1CN1C(=O)C(=O)c2cccc(C)c21 | 1
CCOC(=O)C1(Cc2ccccc2F)CCCN(C(=O)c2cccs2)C1 (configuration not stated) | 3
Cc1ccc(OCc2nnc(SCc3ccc(Cl)cc3)n2-c2ccccc2)cc1 | 4
Cc1cc2c(cn1)C(=Nc1ccccc1C)c1ccccc1-2 | 1
COc1ccc(Cn2c(=O)c3oc4ccccc4c3n(CC(=O)Nc3cc(C)cc(C)c3)c2=O)cc1 | 0
Cc1nc(C2CCNCC2)cc(N(CCN(C)C)CC2CCCO2)n1 (configuration not stated) | 7
O=S(=O)(c1cc2ccccc2s1)N1CCCC(CO)(Cc2ccccc2)C1 (configuration not stated) | 1

Part of the list above, as a markdown table.
| Structure | ROC1-CUL1 inh |
| --- | --- |
| CC(C)(C)c1cc(OC(=O)c2ccco2)ccc1O | 0 |
| N#Cc1c(Cl)nc(NC2CCCCC2)c2c1CN(C1CCCCC1)CC2 | 6 |
| Cc1ccc(Cl)c(OC2(c3ccccc3)OC(=O)c3ccccc32)c1 (configuration not stated) | 7 |
| CC(C)c1nn2c(=O)cc(COC(=O)c3cccc(NC(=O)c4cccs4)c3)nc2s1 | -6 |
| CCC(Oc1ccccc1OC)C(=O)NC1CC1 (configuration not stated) | 4 |
| COc1cc(Cl)c(C)cc1NC(=O)CC1Oc2ccccc2NC1=O (configuration not stated) | -5 |

(more compounds)
SMILES | ROC1-CUL1 inh
O=C(N/N=C/c1ccc(O)cc1)c1n[nH]c2c1CCC2 | 12
O=C(CCc1ccccc1)NNS(=O)(=O)c1ccc([N+](=O)[O-])cc1 | 1
NC(=O)Cn1c(=O)n(CCCCCC(=O)NCc2ccc(F)cc2)c(=O)c2sccc21 | 0
COc1cc(C2CC(=O)N=C3C2C(=O)N(C)c2ncnn23)cc(OC)c1OC (configuration not stated) | -18
CCn1ccc(C(=O)NC2C(=O)N3C(C(=O)O)=C(CSc4nnc(C)s4)CSC23)n1 (configuration not stated) | 0
O=C(NCc1ccccc1)C1(c2ccccc2)CC1(Cl)Cl (configuration not stated) | 11
NS(=O)(=O)c1ccc(NCc2ccccc2OCc2ccccc2F)cc1 | -2
COc1ccccc1N(CC(=O)N1CCC(C)CC1)S(=O)(=O)c1ccc(C)cc1 | 5
Cc1ccc(OCC(=O)Nc2cccc(-c3nc4ccccc4o3)c2C)cc1C | -5
Cc1ccc2nc(NC(=O)CSc3ncc(C(=O)Nc4ccccc4)c(=O)n3C)sc2c1 | -4
Cc1cccc(C)c1OCC(=O)N=C1C(=O)N(c2ccccc2)N(C)C1C (configuration not stated) | -4
Cn1c(=O)c2c(ncn2CC(O)CN2CCN(c3ncccn3)CC2)n(C)c1=O (configuration not stated) | -3
O=C(Cc1nn[nH]n1)c1ccccc1O | 3
CS(=O)(=O)c1ccc(/C(CN2CCN(c3ccccc3)CC2)=N\NC(N)=O)cc1 | -3
COc1ccc2oc(-c3cccc(NC(=O)c4sc5c([N+](=O)[O-])cccc5c4Cl)c3)nc2c1 | -8
CCN(CC)CCNC(=O)c1ccc2c(=O)n3nc(Nc4ccccc4OC)sc3nc2c1 | -26
O=C(Cn1ncc2c3ccccc3n(Cc3cccc(Cl)c3)c2c1=O)NCCCc1ccccc1 | 10
Cc1ccc(-c2nc3ccccc3n2CC(=O)c2ccccc2)cc1 | -2
CCC(C)NC(=O)CN(Cc1ccc(Cl)cc1)S(=O)(=O)c1ccccc1 (configuration not stated) | 7
CC1=C(C#N)C(=O)NC(=O)/C1=C/c1ccc(-c2ccc(Cl)c(C(=O)OC(C)C)c2)o1 | 86*

Quoted at random: 2 records from the list.
SMILES | ROC1-CUL1 inh
O=C(Cc1nn[nH]n1)c1ccccc1O | 3
O=C(Cn1ncc2c3ccccc3n(Cc3cccc(Cl)c3)c2c1=O)NCCCc1ccccc1 | 10

Continuation:
SMILES | ROC1-CUL1 inh
Cn1ncc([N+](=O)[O-])c1C(=O)N1CCOCC1 | 4
CCOc1ccc(NC(=O)COc2ccc3c(=O)c(Oc4ccc5ccccc5c4)coc3c2)cc1 | -4
CC(=O)N1CCC(N(Cc2ccc(C)o2)C(=O)Nc2ccccc2F)CC1 | -9
Cc1c(C)c2c(cc(C)c3c(-c4ccc(Br)cc4)coc32)oc1=O | 0
Cc1cc(C)n(-c2nc(N)cc(=O)[nH]2)n1 | 14
COC(=O)C1C(Cl)C2CCCCC2S1(=O)=O (configuration not stated) | -1
CCC(C)c1ccccc1NC(=S)NC(=O)C(c1ccccc1)c1ccccc1 (configuration not stated) | -4
O=C(CC1CSc2ccccc2NC1=O)NNC(=O)c1cccs1 (configuration not stated) | 2
O=C(COC(=O)c1cc(-c2cccs2)nc2ccccc12)c1ccc(Cl)cc1 | 3
CCN(CC)c1ccc2oc(C(C)(C)C)cc(=O)c2c1 | 2
O=C(c1ccccc1)c1nn(-c2ccccc2)c2nnc(Cc3ccccc3)c(=O)n12 | 6
CN1CCN(CC(=O)N2c3ccccc3Sc3ccc(Cl)cc32)CC1 | 5
CCOc1ccc(N2C(=O)c3ccccc3NC2c2cc(OC)c(OCC(N)=O)cc2Cl)cc1 (configuration not stated) | 3
Cc1ccccc1CCC1CCCN(C(=O)C2CCN(C(C)C)CC2)C1 (configuration not stated) | 4
CC(=O)C1CCCN(Cc2cnc(S(C)(=O)=O)n2CC2CCCCC2)C1 (configuration not stated) | 11
COc1ccc2occ(C(=O)c3ccc(N=C(C)N(C)C)cc3)c2c1 | -5
CCC(CC)C(=O)Nc1cc(-c2cn3cccnc3n2)ccc1OC | 8
CC(C)Cn1c(CN2CCCC(C(=O)Cc3ccccc3)C2)cnc1S(C)(=O)=O (configuration not stated) | 7
Cc1ccc(C(C)C)c(OCC(=O)Nc2sc(Cc3ccccc3)c(C)c2C(N)=O)c1 | 2
CCC(C)(c1ccc(Oc2ccc(C#N)c(C#N)c2)cc1)c1ccc(Oc2ccc(C#N)c(C#N)c2)cc1 | -5

Three compounds already listed, arranged by number of heavy atoms, ascending:
SMILES | ROC1-CUL1 inh
Cc1ccc(C(C)C)c(OCC(=O)Nc2sc(Cc3ccccc3)c(C)c2C(N)=O)c1 | 2
CCOc1ccc(N2C(=O)c3ccccc3NC2c2cc(OC)c(OCC(N)=O)cc2Cl)cc1 (configuration not stated) | 3
CCC(C)(c1ccc(Oc2ccc(C#N)c(C#N)c2)cc1)c1ccc(Oc2ccc(C#N)c(C#N)c2)cc1 | -5

The results go on.
SMILES | ROC1-CUL1 inh
CC(C)Cc1ccc(-c2[nH]nc3c2C(c2cc(Br)ccc2OC(=O)N2CCOCC2)C(C#N)C(=N)O3)cc1 (configuration not stated) | -10
COc1ccc(C)cc1C1=Nc2ccccc2C1(C)C | 3
COc1ccc(C(=O)NC2CC2)cc1S(=O)(=O)N1CCCCC1 | 5
S=c1[nH]nc(-c2ccncc2)n1CCN1CCCCC1 | 8
CCCCCCc1c(C)nc2ccc(C)cc2c1Br | -8
Cc1ccc(NC(=O)Cn2c(C)cc(C)c(C#N)c2=O)cc1 | -9
CCc1nc(-c2ccccc2)c2ccccn12 | 10
CC(O)c1cccc(NC(=O)c2ccccc2)c1 (configuration not stated) | 5
CCCNC(=O)N1[C@H](c2ccc(C)s2)[C@@H](C)C(=O)[C@@H](C)[C@@H]1c1ccc(C)s1 | 4
CN(C)c1ccc(CNC(=O)c2ccc3nc(Cc4ccccc4)oc3c2)cc1 | 9
O=C(c1nc2sccn2c1CN1CCCCC1c1cccnc1)N1CCCCCCC1 (configuration not stated) | 3
Cc1ccc(-n2nc3c(=O)[nH]nc(C)c3c2C)cc1 | 9
c1cncc(C2Oc3ccccc3C3CC(c4cccs4)=NN32)c1 (configuration not stated) | -1
COc1ccc(C2C(C(=O)c3cc4ccccc4o3)C(=O)C(=O)N2c2nc3ccc(C)cc3s2)cc1 (configuration not stated) | -10
